High-throughput results (PubChem BioAssay)
PriA SSB inh: blocks PriA binding to SSB C-terminal tail; AlphaScreen SSBct-PriA binding, biotinylated peptide; inhibition, % at 33 µM; AID 1272365; 430,000 compounds, 0.6% hits; in the data active means inhibition mostly above about 37%, no sharp cut-off; inactive means mostly below about 20%;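 further: plate controls were negative control peptide for no effect and reference peptide for full effect; strong numbers were not always called active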
Anthrax LF prot: blocks Bacillus anthracis lethal factor protease. P15917. multiplex microsphere protease cleavage assay, LF. inhibition, % at 10 µM. 360,000 compounds, 0.12% hits. AID 588501; in the data active means inhibition above about 30%; further: plate controls were buffer without enzyme for full effect and enzyme alone for no effect
Target sequence (P15917 whole entry, looked up): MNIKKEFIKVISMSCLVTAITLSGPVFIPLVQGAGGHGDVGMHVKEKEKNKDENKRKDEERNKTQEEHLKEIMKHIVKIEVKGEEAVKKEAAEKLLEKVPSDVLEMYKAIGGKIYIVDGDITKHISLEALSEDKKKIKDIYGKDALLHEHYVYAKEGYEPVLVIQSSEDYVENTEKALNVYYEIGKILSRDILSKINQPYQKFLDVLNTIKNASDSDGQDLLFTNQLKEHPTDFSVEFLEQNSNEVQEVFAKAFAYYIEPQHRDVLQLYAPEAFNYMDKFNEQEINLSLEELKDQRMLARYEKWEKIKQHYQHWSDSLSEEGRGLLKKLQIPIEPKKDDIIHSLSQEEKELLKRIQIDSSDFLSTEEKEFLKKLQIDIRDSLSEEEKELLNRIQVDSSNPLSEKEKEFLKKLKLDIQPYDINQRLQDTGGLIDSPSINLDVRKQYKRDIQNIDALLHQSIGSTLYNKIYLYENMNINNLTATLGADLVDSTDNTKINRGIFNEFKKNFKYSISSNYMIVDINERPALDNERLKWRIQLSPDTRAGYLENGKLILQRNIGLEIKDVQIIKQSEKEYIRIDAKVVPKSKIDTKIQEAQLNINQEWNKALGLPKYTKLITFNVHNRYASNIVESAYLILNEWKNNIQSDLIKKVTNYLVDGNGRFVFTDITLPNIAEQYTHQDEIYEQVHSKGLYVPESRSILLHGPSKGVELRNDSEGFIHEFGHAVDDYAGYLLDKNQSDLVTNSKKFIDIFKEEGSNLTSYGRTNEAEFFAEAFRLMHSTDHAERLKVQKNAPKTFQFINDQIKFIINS
TcdB inh: blocks C. difficile toxin B glycohydrolase activity | P18177 | TcdB glycohydrolase enzymatic assay, plate reader | 350,000 compounds, 0.24% hits | inhibition, % at 9.99 µM | AID 652162; in the data active means inhibition above about 10%
Y pestis TopoI: Y. pestis Topo-I inhibition via cleavage products; AID 504884; activity, % at 10 µM; 360,000 compounds, 0.064% hits; Y. pestis Topo-I cleavage product accumulation, plate reader; in the data active means activity above about 50%, passing the limit was not always enough; further: inactives centre near 2
Rv3671c inh: Rv3671c (M. tuberculosis) protease inhibition. P9WHR9. inhibition, % at 5.96 µM. 320,000 compounds, 0.048% hits. AID 2606; in the data active means inhibition above about 38%;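 further: extracellular domain of Rv3671c used as enzyme; 0% = enzyme with DMSO and 100% = no enzyme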
DUSP3 inh: inhibitors of human VHR1 phosphatase (DUSP3); inhibition, % at 13.3 µM; 290,000 compounds, 0.52% hits; recombinant VHR phosphatase, pNPP absorbance; P51452; in the data active means inhibition above about 50%; further: some compounds called inactive have numbers as strong as hits
PfHsp40 yeast: restores yeast growth despite PfHsp40 toxicity | S. cerevisiae expressing PfHsp40, growth rescue, ATP luminescence | growth rescue, % at 12.5 µM | 340,000 compounds, 0.68% hits; in the data active means growth rescue above about 28%, passing the limit was not always enough;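 further: yeast W303a lacking pdr1 and pdr3 grown in galactose medium; growth measured after three days at 30 °C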
3CLpro inhibitor: SARS-CoV 3CLpro protease inhibition | P0C6X7 | 290,000 compounds, 0.14% hits | recombinant SARS-CoV 3CLpro, quenched FRET peptide cleavage | AID 1706 | inhibition, % at 6 µM; in the data active means inhibition above about 12%
Vc quorum ag: quorum light induction in luxS cqsA deficient V. cholerae; V. cholerae BH1578 lux reporter, luminescence, 6 h; activation, % at 18.7 µM; 350,000 compounds, 0.16% hits; AID 588436; in the data active means activation mostly above about 9.7%, no sharp cut-off; further: not every result past the cut was called active; inactives centre near 0; reference of the scale not given here
MazF activator: increases E. coli MazEF RNase cleavage of RNA; P0AE70; FAM/BHQ RNA-DNA oligo cleavage fluorescence, 5 h; activation, % at 20 µM; 350,000 compounds, 0.32% hits; in the data active means activation above about 50%
Numbers without * were called inactive; i = inactive; / = no result given; & = joins results of further samples. Not all compounds are listed. The share of hits here may be higher or lower than overall.

Second line of a record: Anthrax LF prot	Rv3671c inh	DUSP3 inh	Y pestis TopoI	MazF activator	TcdB inh	3CLpro inhibitor	PfHsp40 yeast	Vc quorum ag	PriA SSB inh
> CCCCN(C(=O)c1ccc(C)cc1)c1c(N)n(CCC)c(=O)[nH]c1=O
→ -3.0	5.5	18.7	-6.7	5.3	-0.6	-2.4	0.1	-1.5	-4.8
> COc1ccc(CCNC(=O)C2CCC(C(C)(C)C)CC2)cc1OC (stereo unspecified)
→ -3.2	-2.9	-5.5	31.1	-1.7	0.3	3.4	-1.0	i	-0.3
> O=C(O)/C=C/C(=O)Nc1ccc(OC(F)(F)F)cc1Br
→ /	-8.2	18.6	-0.6	2.6	0.2	9.2	-0.1	-1.3	0.1
> O=C(NNc1c(F)c(F)cc(F)c1F)C1CCN(S(=O)(=O)c2ccccc2F)CC1
→ -5.6	5.9	/	10.3	1.8	0.2	/	-0.3	i	0.3
> C#CCOCCOCCOCCNc1nc(N2CCN(C(=O)[C@H](C)n3cc(CCC(=O)O)nn3)CC2)nc(N2CCN(C(=O)[C@H](C)n3cc(CCC(=O)O)nn3)CC2)n1
→ 2.6	/	/	5.9	8.8	2.0	/	0.0	i	-8.7
> COc1cccc(C(=O)c2c[nH]c(C(=O)NCc3cccnc3)c2)c1
→ -4.0	0.7	20.6	-4.1	0.8	1.5	2.2	0.2	-0.5	-8.0
> O=C(c1ccco1)N1CCN(/C(=N/S(=O)(=O)c2cccs2)c2ccccc2Cl)CC1
→ -1.8	2.3	16.3	2.4	2.4	/	3.9	-1.2	-2.0	/
> O=C(Nc1ccc2nc(SCc3ccc(Cl)cc3)sc2c1)c1ccccc1C(=O)N1CCOCC1
→ /	-16.0	2.5	37.1	-5.8	/	-0.6	-0.9	-5.0	6.2
> O=C(COc1ccc2ccc(=O)oc2c1)Nc1ccc(CN2CCOCC2)cc1
→ 1.3	1.0	-12.2	-8.6	9.5	-1.1	-1.9	0.4	i	4.2
> O=C(Nc1ccc(F)cc1F)N1CCCN(CCOc2ccccc2)CC1
→ /	-1.4	12.5	-0.8	5.0	0.4	2.3	-0.3	-0.3	-3.0
> O=c1[nH]c2ccc(S(=O)(=O)NCc3ccccc3)cc2[nH]1
→ -1.2	0.7	6.0	3.7	-3.9	0.5	3.4	-1.1	-1.5	-14.4
> Cc1ccc(S(=O)(=O)CC(=O)N2CCN(c3ccccc3F)CC2)cc1
→ -0.3	10.6	-15.5	8.6	-9.4	1.9	-10.4	0.4	-0.4	-2.9
> Cc1nc(SCC(=O)N2CCN(c3ccccc3)CC2)c2oc3ccccc3c2n1
→ -0.2	-2.4	3.0	9.9	-3.0	/	-5.7	8.1	i	1.2
> C=CCc1cc(C)ccc1OCCCn1ccnc1
→ -15.1	2.7	-3.6	9.7	1.7	-0.9	1.4	0.5	0.9	5.9
> Cc1ccc(Nc2nc3ccccc3s2)c(C)c1
→ 0.3	-16.8	-3.9	2.0	5.0	/	8.1	9.4	-0.2	-21.0
> COc1cccc(N2CC(C(=O)Nc3nnc(SCc4cccnc4)s3)CC2=O)c1 (stereo unspecified)
→ -0.7	-12.6	2.6	-0.5	0.4	-0.3	-1.9	0.5	-0.1	-14.0&-3.2
> Cc1oc(-c2cccc(Cl)c2)nc1CSc1nc2c(c(=O)[nH]1)CCC2
→ -1.9	-5.2	0.2	3.1	5.6	/	4.3	-0.5	-0.3	-10.0&-2.3
> COc1nnc(-c2ccc(N3CCOCC3)c(NC(=O)c3ccccc3)c2)c2ccccc12
→ -5.5	-2.9	11.6	-0.4	2.5	/	-4.4	-0.4	-0.3	-7.4
> CC(=O)c1cccc(Nc2nc3ccccc3n3cnnc23)c1
→ -13.4	-12.1	-20.3	34.6	-17.3	0.4	-5.6	1.4	i	-15.2
> CN(C(=O)COC(=O)CSc1ccc(C(N)=O)cc1[N+](=O)[O-])C1CCS(=O)(=O)C1 (stereo unspecified)
→ 2.2	1.0	/	0.4	-1.6	0.1	/	0.0	-5.0	0.2

An excerpt from above in order of length of the SMILES, low to high:
Second line of a record: Anthrax LF prot	Rv3671c inh	DUSP3 inh	Y pestis TopoI	MazF activator	TcdB inh	3CLpro inhibitor	PfHsp40 yeast	Vc quorum ag	PriA SSB inh
> Cc1ccc(Nc2nc3ccccc3s2)c(C)c1
→ 0.3	-16.8	-3.9	2.0	5.0	/	8.1	9.4	-0.2	-21.0
> CC(=O)c1cccc(Nc2nc3ccccc3n3cnnc23)c1
→ -13.4	-12.1	-20.3	34.6	-17.3	0.4	-5.6	1.4	i	-15.2
> O=C(Nc1ccc(F)cc1F)N1CCCN(CCOc2ccccc2)CC1
→ /	-1.4	12.5	-0.8	5.0	0.4	2.3	-0.3	-0.3	-3.0
> Cc1ccc(S(=O)(=O)CC(=O)N2CCN(c3ccccc3F)CC2)cc1
→ -0.3	10.6	-15.5	8.6	-9.4	1.9	-10.4	0.4	-0.4	-2.9
> Cc1nc(SCC(=O)N2CCN(c3ccccc3)CC2)c2oc3ccccc3c2n1
→ -0.2	-2.4	3.0	9.9	-3.0	/	-5.7	8.1	i	1.2
> COc1cccc(N2CC(C(=O)Nc3nnc(SCc4cccnc4)s3)CC2=O)c1 (stereo unspecified)
→ -0.7	-12.6	2.6	-0.5	0.4	-0.3	-1.9	0.5	-0.1	-14.0&-3.2
> COc1nnc(-c2ccc(N3CCOCC3)c(NC(=O)c3ccccc3)c2)c2ccccc12
→ -5.5	-2.9	11.6	-0.4	2.5	/	-4.4	-0.4	-0.3	-7.4
> CN(C(=O)COC(=O)CSc1ccc(C(N)=O)cc1[N+](=O)[O-])C1CCS(=O)(=O)C1 (stereo unspecified)
→ 2.2	1.0	/	0.4	-1.6	0.1	/	0.0	-5.0	0.2

(cont.)
Second line of a record: Anthrax LF prot	Rv3671c inh	DUSP3 inh	Y pestis TopoI	MazF activator	TcdB inh	3CLpro inhibitor	PfHsp40 yeast	Vc quorum ag	PriA SSB inh
> COc1ccc2c(-c3cnc(N4CCOCC4)nc3)c(-c3ccc(S(C)(=O)=O)cc3)sc2c1
→ 8.0	-7.5	/	7.9	8.0	-0.1	/	0.0	i	-25.2
> S=c1[nH]nc(-c2ccc(Cl)cc2)n1/N=C/c1cccs1
→ 1.6	-3.5	13.3	-4.9	3.3	2.0	5.3	-0.3	-1.2	/
> CCOc1c2ccccc2nn1CCOC
→ -4.4	4.7	/	-2.1	-0.8	10.0	/	-0.6	-0.4	-0.8
> COc1ccc([C@H]2N[C@]3(CCCN(Cc4ccc(C(F)(F)F)cc4)C3=O)[C@H]3C(=O)N(Cc4ccccc4)C(=O)[C@@H]23)cc1
→ -2.2	/	/	18.0	5.9	0.7	/	/	i	/
> CCOc1ccc(C2CC(c3ccccc3C)n3ncnc3N2)cc1 (stereo unspecified)
→ 1.8	-19.7	-0.2	13.6	-0.1	1.5	-0.9	2.0	-0.9	-9.8
> CCN(C(=O)COC(=O)c1cc(-c2cccc3ccccc23)nc2ccccc12)C1CCS(=O)(=O)C1 (stereo unspecified)
→ 2.3	6.1	7.6	40.6	-5.2	/	5.1	1.6	-0.3	1.2
> Cc1nnc(NC(=O)c2ccccc2NC(=O)c2ccccc2)s1
→ 12.6	-3.0	-14.1	-2.5	-6.5	0.3	3.5	-0.2	-0.6	-0.6
> Cc1nccn1C[C@@H]1CCc2c(c3ccccc3n2C)C1=O
→ -4.4	-0.8	9.5	-2.5	6.3	1.8	-7.3	-1.3	-0.3	-1.2
